# Screening data from PubChem.
# TAG inh: inhibitors of triacylglycerol accumulation, primary screen, cell-based, uHTS, fluorescence, H9c2; H9c2 cells, Nile Red lipid (TAG) fluorescence; cells loaded with 200 µM oleic acid; inhibition, % at 12.5 µM; hit rate 0.66% among 230,000;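 active = pattern-corrected inhibition of lipid staining of at least 50% with the nuclear-stain viability signal not falling by more than 50%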;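 note: 0% = DMSO wells and 100% = triacsin C control wells; some results filed as inactive read as strong as hits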
# TAG inh DAPI viability: recorded beside TAG inh, whose call it bears; DAPI nuclei signal change (viability), lower = more cytotoxic, %;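 whole-well DAPI fluorescence read on a plate reader as a viability signal; minus 50 percent equals half of cells still viable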
# * marks the source's active call; other numbers are inactive results. An excerpt; the hit share may differ from the screen's.
SMILES,TAG inh,TAG inh DAPI viability
Oc1ccc2ccccc2c1C=NC1CCCCC1,10,-1
CC(NS(=O)(=O)c1cccc(C(=O)O)c1)C12CC3CC(CC(C3)C1)C2 (stereo not drawn),8,-3
Cc1ccccc1-n1ncc2c(SCC(=O)NCc3cccs3)ncnc21,11,-7
CC(=O)c1c(C)cc(C)c(CSc2ccccn2)c1C,-6,-11
O=C(NCc1nc(-c2ccc(C(F)(F)F)cc2)no1)Nc1ccc(OC(F)(F)F)cc1,-31,3
CC1CN(C(=O)c2ccc([N+](=O)[O-])s2)CC(C)O1 (stereo not drawn),-15,1
O=C(/C=C/c1ccc2c(c1)OCCO2)c1ccc(O)cc1,-9,0
COc1ccccc1OCC(=O)Nc1cc(S(=O)(=O)N2CCOCC2)ccc1N1CCCCC1,-14,-2
Cc1cc(C)cc(NC(=S)NN)c1,-13,15
COC(=O)c1ccc2[nH]c(C(C)(C)O)c(C)c2c1,7,3
COc1ccc(C(=O)N/C(=C\c2cccc3ccccc23)C(=O)NCCc2c[nH]c3ccccc23)cc1OC,45,7
O=C(CN1CC(=O)Oc2ccccc21)OCC(=O)c1ccc(Br)cc1,-29,10
CCn1cc(C(=O)OCC(=O)NCc2ccccc2Cl)c(=O)c2ccc(C)nc21,10,4
C(=N\NC1=Nc2cccc3cccc1c23)/c1ccccn1,51*,-14*
CC(=N\Nc1ccc(Cl)cc1)/C(=N/O)C(=O)Nc1ccccc1,-19,8
CCCCNCCS(=O)(=O)NCc1ccccc1,-10,14
COc1ccc(CCN2CC(C(=O)Nc3nccs3)CC2=O)cc1OC (stereo not drawn),1,6
CC(=O)OCCCN1c2ccccc2Nc2nnc(-c3ccccc3)cc21,-1,9
COc1cccc(CNS(=O)(=O)c2ccccc2Br)c1OC,-7,13
O=C(O)CSCC(=O)NCc1ccccc1Cl,4,7
COc1cccc(/C=N/n2c(=S)n(C)c3ccccc32)c1OC,1,5
COc1ccc(OC)c(-c2csc(NC(=O)Cc3cccs3)n2)c1,17,-1
Cc1cccc(NC(=O)COc2cccc3c2CCN(Cc2ccccc2)C3=O)c1C,-23,9
Cc1ncc([N+](=O)[O-])n1CC(=O)Nc1ccccc1,7,11
COc1ccccc1OCCC(=O)Nc1ccc2c(c1)OCO2,-10,6
CC(C)C(NC(=O)c1cccc(S(=O)(=O)N2CCOCC2)c1)C(=O)NCc1ccc(Cl)cc1 (stereo not drawn),-2,-8
O=C(CSc1nnc(-c2ccccc2F)n1C1CCCCC1)Nc1cc(C(=O)O)ccc1Cl,3,-6
O=C1N(S(=O)(=O)c2ccccc2F)C(=O)C2(CCCC2)N1S(=O)(=O)c1ccccc1F,6,4
COc1ccc(C2C3=C(CC(C)(C)CC3=O)N(C)C3=C2C(=O)CC(C)(C)C3)cc1OC,-10,-2
Nc1cc(N)nc(SCC(=O)NCc2ccc3c(c2)OCO3)n1,2,43
Cn1c(NC(=O)c2ccc(C(C)(C)C)cc2)cc(=O)n(C)c1=O,-26,-1
Cc1cccc(-c2nc3cc([N+](=O)[O-])ccc3o2)c1,4,1
COc1ccccc1C(=O)NCCC(=O)Nc1cccc(C)n1,12,0
COC(=O)c1[nH]c2ccc(C)cc2c1NC(=O)Nc1ccccc1OC,-1,3
CC1CCCCN1CC(=O)Nc1cc(S(=O)(=O)N2CCOCC2)ccc1N1CCCC1 (stereo not drawn),-1,-7
NNC(=O)CCN(Cc1ccco1)S(=O)(=O)c1ccc(Cl)cc1,12,-18

# 26 entries from above, reformatted:
Structure	TAG inh	TAG inh DAPI viability
COc1ccccc1OCC(=O)Nc1cc(S(=O)(=O)N2CCOCC2)ccc1N1CCCCC1	-14	-2
Cc1cc(C)cc(NC(=S)NN)c1	-13	15
COC(=O)c1ccc2[nH]c(C(C)(C)O)c(C)c2c1	7	3
COc1ccc(C(=O)N/C(=C\c2cccc3ccccc23)C(=O)NCCc2c[nH]c3ccccc23)cc1OC	45	7
O=C(CN1CC(=O)Oc2ccccc21)OCC(=O)c1ccc(Br)cc1	-29	10
CCn1cc(C(=O)OCC(=O)NCc2ccccc2Cl)c(=O)c2ccc(C)nc21	10	4
C(=N\NC1=Nc2cccc3cccc1c23)/c1ccccn1	51*	-14*
CC(=N\Nc1ccc(Cl)cc1)/C(=N/O)C(=O)Nc1ccccc1	-19	8
CCCCNCCS(=O)(=O)NCc1ccccc1	-10	14
COc1ccc(CCN2CC(C(=O)Nc3nccs3)CC2=O)cc1OC (stereo not drawn)	1	6
CC(=O)OCCCN1c2ccccc2Nc2nnc(-c3ccccc3)cc21	-1	9
COc1cccc(CNS(=O)(=O)c2ccccc2Br)c1OC	-7	13
O=C(O)CSCC(=O)NCc1ccccc1Cl	4	7
COc1cccc(/C=N/n2c(=S)n(C)c3ccccc32)c1OC	1	5
COc1ccc(OC)c(-c2csc(NC(=O)Cc3cccs3)n2)c1	17	-1
Cc1cccc(NC(=O)COc2cccc3c2CCN(Cc2ccccc2)C3=O)c1C	-23	9
Cc1ncc([N+](=O)[O-])n1CC(=O)Nc1ccccc1	7	11
COc1ccccc1OCCC(=O)Nc1ccc2c(c1)OCO2	-10	6
CC(C)C(NC(=O)c1cccc(S(=O)(=O)N2CCOCC2)c1)C(=O)NCc1ccc(Cl)cc1 (stereo not drawn)	-2	-8
O=C(CSc1nnc(-c2ccccc2F)n1C1CCCCC1)Nc1cc(C(=O)O)ccc1Cl	3	-6
O=C1N(S(=O)(=O)c2ccccc2F)C(=O)C2(CCCC2)N1S(=O)(=O)c1ccccc1F	6	4
COc1ccc(C2C3=C(CC(C)(C)CC3=O)N(C)C3=C2C(=O)CC(C)(C)C3)cc1OC	-10	-2
Nc1cc(N)nc(SCC(=O)NCc2ccc3c(c2)OCO3)n1	2	43
Cn1c(NC(=O)c2ccc(C(C)(C)C)cc2)cc(=O)n(C)c1=O	-26	-1
Cc1cccc(-c2nc3cc([N+](=O)[O-])ccc3o2)c1	4	1
COc1ccccc1C(=O)NCCC(=O)Nc1cccc(C)n1	12	0

# New compounds follow:
SMILES,TAG inh,TAG inh DAPI viability
CC(C)(C)NC(=O)Cn1nc(C(F)(F)F)c2c1CCCC2,-7,-1
CCOC(=O)c1c(NC(=O)OC)sc(C(=O)N(C)C)c1C,8,-11
C=CCOc1cccc(C(=O)N2CCCC(CCC(=O)NCc3ccccc3F)C2)c1 (stereo not drawn),-2,4
Cc1cc2cc(CNC(=O)COc3ccccc3)ccc2n1C,12,0
Fc1ccc(-n2nnc(-c3cccnc3Cl)n2)cc1,-10,-5
O=C1CSC(=S)N1N=Cc1c[nH]c2ccc(Br)cc12,3,4
O=C(NC(Cc1ccc(O)cc1)C(=O)O)c1ccc2c(c1)OCO2 (stereo not drawn),-7,9
C/C(=N\NC(N)=S)C1(C)CC2(CC(C)(C)OC2=O)C(=O)O1 (stereo not drawn),-7,-2
Cn1c(N2CCN(C(=O)Nc3ccc(C(F)(F)F)cc3)CC2)nc2ccccc21,-3,-1
CC(=O)N1CCN(S(=O)(=O)c2ccc(C)cc2)C1c1ccc(N(C)C)cc1 (stereo not drawn),17,5
COCCCNC(=O)CSc1nc2ccccc2c(=O)n1Cc1ccc2c(c1)OCO2,1,-2
COc1cccc(Nc2nc3cc(OC)ccc3cc2C#N)c1,17,18
O=C(Nc1ccncc1)c1ccc(N2CCCC2=O)cc1,-3,-2
O=C(NCc1ccco1)c1cc([N+](=O)[O-])ccc1N1CCOCC1,-6,16
COc1cc2cc(CN(CCN3CCOCC3)C(=O)Nc3ccc(F)cc3)c(=O)[nH]c2cc1OC,-2,4
O=C(Nc1cc2cccc([N+](=O)[O-])c2oc1=O)c1cccs1,-2,-4
COc1ccc(S(=O)(=O)N2CCN(CCOc3ccc(Br)cc3)CC2)cc1OC,-51,0
O=C(CSc1nc2ccccc2[nH]1)c1cccs1,-12,5
Cc1noc(C)c1S(=O)(=O)N1CCCC(C(=O)c2cccc(OC(C)C)c2)C1 (stereo not drawn),-14,-7
Cc1ccccc1NC1(C#N)C(=O)Nc2ccccc21 (stereo not drawn),-9,-2
COc1ccc(CCNC(=O)Cc2nn(C)c(=O)c3ccccc23)cc1OC,-6,-3
Cc1nnc(SCC(=O)NC(C)c2ccccc2)[nH]c1=O (stereo not drawn),-2,-1
CC[C@@]12C(=O)N(c3cccc(Cl)c3)C(=O)N1[C@H](c1ccc(Br)cc1)[C@@H]1C(=O)N(C(C)(C)C)C(=O)[C@@H]12,14,-5
COc1ccc(NC(=O)c2cccc(Oc3ccc([N+](=O)[O-])cc3Cl)c2)cc1,-3,-10
O=c1[nH]c2cc(C(F)(F)F)ccc2n1-c1cc(C(F)(F)F)ccc1O,0,7
CCOC(=O)N1CCN(C(=O)COC(=O)c2cc(Cl)cc(Cl)c2)CC1,-3,-8
O=C(Nc1cscc1S(=O)(=O)c1ccccc1)c1ccccc1Cl,-30,9
COc1ccc(COCCN2CCN(S(=O)(=O)c3ccccc3)CCC2=O)cc1,-5,-9
COc1ccc(-c2[nH]ncc2-c2ccc3c(c2)OCCO3)c(O)c1,-15,10
COc1cc(CNc2ccc(N3CCCCC3)cc2)ccc1OCC(=O)NC(C)(C)C,-13,-8
COc1ccc(S(=O)(=O)n2oc(=O)cc2-c2ccccc2)cc1,-12,15
C=CCc1cc(C=O)cc(OCC)c1OCc1ccc(Cl)cc1,-28,0
CNC(=O)c1cccc2nc3ccccc3nc12,24,-12
Cc1ccc(NC(=O)c2noc3c2CCc2ccccc2-3)cc1,8,8
Cc1ccccc1OCC(=O)Nc1ccccc1-c1ccccc1,1,-7
Nc1cc(=O)nc(SCC(=O)Nc2cccc3ccccc23)n1CCc1ccccc1,-21,14
COc1ccc(Nc2cc(C)nc3ncnn23)c(OC)c1,0,5
C/C(=C\c1ccc(Br)cc1)C(=O)c1c(C)cc(C)[nH]c1=O,0,-4
O=C(CSc1nnc(CNC(=O)c2cccs2)o1)c1ccc(Cl)cc1,-5,-8
CN(Cc1cnccn1)C(=O)CC1C(=O)NCCN1CC(c1ccccc1)c1ccccc1 (stereo not drawn),-10,-2
C#CCNC(=O)C1=C[C@H](C2CCCCC2)C[C@H](OCCCCO)O1,-52,-4
Cc1ccnc(NC(=O)CCCOc2ccccc2)c1,-6,6
CCOc1ccc(NC(=O)CSc2nc3cccnc3n2CCOC)cc1,10,10
O=C(COC(=O)CC1CC2CCC1C2)NCc1ccc(F)cc1 (stereo not drawn),-3,5
CNC(=O)c1cc(S(=O)(=O)NCc2ccncc2)ccc1OC,-20,8
O=C(Nc1ccc(Cl)c(Cl)c1)c1ccc(Cn2c(=O)[nH]c3ccsc3c2=O)cc1,3,18
CCN(CC)S(=O)(=O)c1ccc(C(=O)NCC(=O)N/N=C/c2ccccc2OC)cc1,16,-2
CC(=Nc1ccc(O)cc1)c1sc2ccccc2c1O,-24,-5
O=C(CN1C(=O)c2ccc([N+](=O)[O-])cc2C1=O)Nc1nnc(C2CC2)s1,-2,6
CCCOc1nc2ccccc2cc1/C=C/C(=O)O,-11,-8
Cc1ccc(NC(=O)CSc2nnc(/N=C/N(C)C)s2)cc1,-7,6
O=C(Nc1ccc2c(c1)CCC2)c1ccc(Br)o1,13,-17
COc1ccccc1-c1nnc2n1N=C(C(C)(C)C)CS2,-20,10
C=CCn1c(Sc2nnc(C)s2)nc2c1c(=O)[nH]c(=O)n2C,-2,0
C=CCNc1ncnc2c1ncn2[C@H]1CN(CCc2ccccc2)C[C@@H](CO)O1,12,-1
OCCNc1ncnc2c1ncn2[C@H]1CN(Cc2ccncc2)C[C@@H](CO)O1,4,-8
CN1C(=O)CC(N2CCC(c3nc4ccccc4s3)CC2)C1=O (stereo not drawn),-22,6
COc1ccc(CCN(C)C(=O)c2ccc(OCC(=O)N3CCOCC3)c(OC)c2)cc1OC,-1,10
N#CC1(NC(=O)CSc2nc3ccccc3s2)CCCCC1,1,-11
CCN(C(=O)COC(=O)c1oc2ccc(OC)cc2c1C)C1CCS(=O)(=O)C1 (stereo not drawn),6,3
# Further results.
SMILES,TAG inh,TAG inh DAPI viability
O=C(CC1SC(=Nc2ccccc2)N(CCCCO)C1=O)NCc1ccccc1 (stereo not drawn),-2,9
CC(C)C(NC(=O)c1cccnc1)C(=O)O (stereo not drawn),-4,3
Cc1cccc(NC(=O)c2sc(C)nc2C)c1,0,16
CCN(Cc1ccncc1)Cc1ccc(OC)c(OC)c1,1,2
CCc1sc(C(=O)N2CCN(C(=O)c3ccccc3)CC2)cc1C,-3,-7
Oc1ccc(CNc2ccccc2O)cc1,-7,1
NC(=O)NOCc1ccccc1,26,-6
CCN(CC(=O)Nc1c(F)cccc1F)C(=O)C1CCN(C(=O)c2ccc(F)cc2)CC1,-11,-3
COC(=O)CN1C(=O)S/C(=C/c2ccc(N3CCCCC3)o2)C1=O,-202,-7
COc1ccc(C(=O)Oc2cccc(/C=N/NC(N)=S)c2)cc1,7,-1
COC(=O)C1(C)CCCC2(C)C1CCC13OCC(CC21)C(O)(C(C)C)C3O (stereo not drawn),-1,14
CCCCCOC(=O)CSc1nc2c(c(=O)[nH]c(=O)n2C)n1Cc1ccc(Cl)cc1,-10,-4

# Entries of single compounds as entered above. Order of screens: TAG inh, TAG inh DAPI viability
# Record of `COC(=O)C1(C)CCCC2(C)C1CCC13OCC(CC21)C(O)(C(C)C)C3O` (stereo not drawn) : -1, 14
# Record of `Oc1ccc(CNc2ccccc2O)cc1` : -7, 1

# Going on with the list.
SMILES,TAG inh,TAG inh DAPI viability
Cc1cc2nc(NC(=O)C3(C)CCCN(C(C)C)C3)[nH]c2cc1C (stereo not drawn),4,0
CCOc1cc(/C=N\NC(=O)c2ccc(NC(=O)CC)cc2)ccc1OC(=O)c1ccccc1,-2,2
COc1ccc(C2Nc3ccccc3NC3=C2C(=O)CC(C)(C)C3)cc1O (stereo not drawn),-4,0
O=c1[nH]c2ccc(S(=O)(=O)N3CCCCC3)cc2s1,-2,-9
CCC(C)[C@H]1CNCCN1CCc1cccc2ccccc12 (stereo partly drawn),3,9
Cc1cccc(NC(=O)C2CCCN(c3ncnc4c3nc3n4CCCCC3)C2)n1 (stereo not drawn),3,-10
COc1cc(OC)c(NC(=S)Nc2cccc(C(C)=O)c2)cc1Cl,4,5
O=C(CCS(=O)(=O)Cc1ccccc1)NCCc1ccccc1,-3,-3
CC(=O)c1cccc(CN2CCN(CCC(C)C)C(CCO)C2)c1 (stereo not drawn),4,6
